NOD2-RIPK2 inh: inhibitors of human NOD2-RIPK2 interaction. O43353. CHO BLA complementation NOD2-RIPK2, CCF4 ratio. inhibition, % at 4.98 µM. 360,000 tested, 0.38% active. AID 624267; in the data active = inhibition above about 21%;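 also: 0% = vehicle only and 100% = reference blocker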
Target sequence (O43353 whole entry, looked up): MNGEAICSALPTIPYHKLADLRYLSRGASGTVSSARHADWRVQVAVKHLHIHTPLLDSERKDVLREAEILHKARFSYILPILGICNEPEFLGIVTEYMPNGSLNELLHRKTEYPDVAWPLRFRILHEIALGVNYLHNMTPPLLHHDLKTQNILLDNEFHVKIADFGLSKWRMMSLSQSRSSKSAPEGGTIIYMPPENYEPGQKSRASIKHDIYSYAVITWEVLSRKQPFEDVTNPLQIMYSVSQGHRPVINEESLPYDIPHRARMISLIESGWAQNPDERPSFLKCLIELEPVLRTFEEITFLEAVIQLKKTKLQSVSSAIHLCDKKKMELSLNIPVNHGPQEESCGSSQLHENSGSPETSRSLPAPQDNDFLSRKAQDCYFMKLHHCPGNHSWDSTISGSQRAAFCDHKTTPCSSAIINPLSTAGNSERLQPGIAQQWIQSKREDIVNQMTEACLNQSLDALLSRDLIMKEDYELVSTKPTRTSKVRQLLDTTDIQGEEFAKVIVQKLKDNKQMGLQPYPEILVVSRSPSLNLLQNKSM
SRC3 inh: inhibitors of human steroid receptor coactivator 3 (SRC3) | Q9Y6Q9 | HEK293 GAL4-SRC3 luciferase reporter, luminescence | inhibition, % at 3.6 µM | 360,000 tested, 0.17% active;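 active = inhibition above a per-campaign cutoff, the mean of all compounds plus 3 SD, cut at about 60% in these data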;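 also: 0% = DMSO-treated cells and 100% = gossypol-treated cells at 36 µM; higher means less SRC3-driven luciferase light from the GAL4 reporter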
TLR9-MyD88 inh: blocks human TLR9 binding to MyD88 | CHO BLA complementation TLR9-MyD88, CCF4 FRET ratio | inhibition, % at 4.98 µM | 340,000 tested, 0.21% active;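 active = inhibition above the mean over all tested compounds plus 3 SD, cut at about 21% in these data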;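 also: 0% = DMSO only wells and 100% = clavulanate BLA inhibitor control wells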
COUP-TFII inh: blocks human COUP-TFII nuclear receptor; HEK293T NGFI-A luciferase reporter, luminescence; inhibition, % at 8.6 µM; 370,000 tested, 0.7% active; AID 686940;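 active = inhibition above a per-plate cutoff, mean inhibition of test wells between control levels plus 3 SD, cut at about 38% in these data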;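 also: cells cotransfected with COUP-TFII expression vector driving the NGFI-A reporter; 0% = median of COUP-TF2 test wells and 100% = reporter-only cells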
EBV LMP1 NFkB: reduces LMP1-driven NF-kappaB luciferase signal | 350,000 tested, 0.69% active | inhibition, % at 12.5 µM | AID 504558 | LMP1-induced NF-kappaB luciferase reporter cells, luminescence; in the data active = inhibition above about 41%;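 also: 0% = neutral control wells and 100% = reference inhibitor control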
NR5A2 inv ag: suppresses constitutive activity of human LRH-1 | O00482 | HEK293T StAR-luciferase reporter, LRH-1 transfected, 24 h | inhibition, % at 3.6 µM | 360,000 tested, 0.13% active | AID 602396;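 active = inhibition above the mean inhibition of all tested compounds plus 3 SD, cut at about 73% in these data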;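 also: 0% = DMSO wells and 100% = reporter-only cells lacking LRH-1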
MC4R antagonist: human MC4R antagonism in cAMP assay | MC4R-expressing cells, MTII-stimulated cAMP, LANCE TR-FRET | inhibition, % at 6.5 µM | AID 540295 | 360,000 tested, 0.48% active | P32245;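 active = inhibition above its plate's cutoff, the mean of tested wells on that plate plus 3 SD, cut at about 29% in these data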;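 also: 0% = Melanotan II alone and 100% = Melanotan II plus saturating MCL0020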
Target sequence (P32245 whole entry, looked up): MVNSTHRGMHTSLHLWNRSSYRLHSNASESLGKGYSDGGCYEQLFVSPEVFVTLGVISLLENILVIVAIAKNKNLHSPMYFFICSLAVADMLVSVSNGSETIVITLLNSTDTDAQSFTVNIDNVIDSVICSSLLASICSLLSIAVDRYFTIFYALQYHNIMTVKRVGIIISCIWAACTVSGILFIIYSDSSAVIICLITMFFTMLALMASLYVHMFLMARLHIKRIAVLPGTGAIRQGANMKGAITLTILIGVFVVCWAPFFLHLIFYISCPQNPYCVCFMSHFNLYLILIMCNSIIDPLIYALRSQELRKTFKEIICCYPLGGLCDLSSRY
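Material: U2OS-MC4R stable cell line | Reagent: Melanotan II challenge after compound preincubation | Doses: One concentration, 6.5 µM nominal | Incubation: 30-min compound preincubation, 1-h Melanotan II challenge, 1-h detection, room temperature | Signal: TR-FRET cAMP assay | Replicates: One well per compound, no replicates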
MC4R barr agon: human MC4R agonism via beta-arrestin | activation, % at 8.9 µM | P32245 | U2OS MC4R beta-arrestin complementation, luminescence; percent of melanotan II response, DMSO zero | 360,000 tested, 0.98% active;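 active = activation above a per-plate cutoff, the mean activation of sample wells on that plate plus 3 SD, cut at about 8% in these data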
SRC1 inh: inhibitors of human steroid receptor coactivator 1 (SRC1); inhibition, % at 3.6 µM; Q15788; HEK293 GAL4-SRC1 luciferase reporter, luminescence; 360,000 tested, 0.12% active; AID 588354;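 active = inhibition above the campaign mean plus 3 SD, with each screening campaign given its own cutoff, cut at about 60% in these data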;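 also: 0% = DMSO treated cells and 100% = gossypol at 36 µM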
ABHD5 PLIN5 PPI: blocks binding of human ABHD5 to perilipin-5. Q00G26+Q8WTS1. Split G. princeps luciferase complementation, luminescence, 4 h. inhibition, % at 4 µM. 360,000 tested, 0.78% active. AID 602281;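 active = inhibition above the mean inhibition across every tested compound plus 3 SD, cut at about 22% in these data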;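 also: 0% = DMSO only wells and the 100% control is not disclosed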
SRC2 inh: human SRC2 (NCOA2) inhibition. Q15596. HEK293 GAL4-SRC2 luciferase reporter, luminescence. inhibition, % at 9 µM. 370,000 tested, 0.17% active;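 active = inhibition above the mean inhibition of all tested compounds plus 3 SD, set per campaign, cut at about 52% in these data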;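 also: 0% = DMSO treated cells and 100% = cells given Gossypol at 36 µM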
Starred values were filed as active, the others as inactive; / = no result given; & = joins results of further samples; ! = not confirmed by another sample. Some of the compounds tested; the hit share may differ from the screen's.

SMILES | NOD2-RIPK2 inh | SRC3 inh | TLR9-MyD88 inh | COUP-TFII inh | EBV LMP1 NFkB | NR5A2 inv ag | MC4R antagonist | MC4R barr agon | SRC1 inh | ABHD5 PLIN5 PPI | SRC2 inh
COCCN(C(=O)CSc1nnc(Nc2ccccc2F)s1)c1c(N)n(Cc2ccccc2)c(=O)[nH]c1=O | -5.9 | 6.8 | 4.5 | 1.5 | 7.9 | -9.0 | 1.9 | 0.2 | -5.5 | -5.0 | -16.0
CCC(Sc1nc2ccccc2c(=O)n1CC1CCCO1)C(=O)NCc1cccnc1 (stereo unspecified) | 3.9 | 15.8 | -3.1 | -0.7 | 0.8 | -8.0 | 3.6 | -2.1 | -10.0 | 1.7 | -13.8
COc1ccccc1N1CCN(c2nc(C)cc(=O)[nH]2)CC1 | 6.8 | 16.7 | 11.7 | -6.6 | -4.4 | -1.6 | 7.7 | -2.9 | -5.2 | 1.4 | -4.4
Cc1ccc(C(=O)NCCSC(C)(C)C)cc1 | -9.8 | -76.0 | -1.6 | -26.6 | 17.0 | -113.5 | 16.3 | 0.0 | -87.4 | -3.4 | -48.4
CCOP(=O)(Nc1cccc2oc(=O)c3ccccc3c12)OCC | -6.2 | -16.8 | 2.1 | -11.3 | 2.5 | -10.2 | -3.9 | 1.0 | 2.6 | -0.2 | 13.8
O=C(CN1C(=O)c2ccccc2S1(=O)=O)Nc1cc(S(=O)(=O)N2CCCCC2)ccc1Cl | 4.2 | 13.1 | 3.7 | -1.2 | -8.4 | -9.6 | 7.3 | -0.4 | 4.9 | -1.8 | 12.6
COc1ccc(/C=C(\C#N)C(=O)NCCc2ccccc2)cc1OCc1ccccc1 | -8.9 | 14.9 | 0.1 | 14.0 | -7.6 | -4.2 | -13.2 | -0.6 | -1.9 | 2.5 | -6.3
CCN(CC)S(=O)(=O)c1cccc(NC(=O)COC(=O)c2cc(C)oc2C)c1 | 1.1 | 10.8 | 9.7 | 9.1 | 1.7 | 13.3 | -3.4 | -1.6 | -19.0 | -1.3 | -13.4
O=C(Cn1ncc(N2CCOCC2)c(Cl)c1=O)c1ccc(Cl)cc1 | 0.0 | -10.0 | 4.8 | -1.0 | -16.4 | -3.8 | -0.9 | -1.8 | -3.0 | 3.5 | -9.8
Cc1ccc(C(=O)NNc2c3ccccc3nc3ccccc23)cc1 | -13.6 | -24.2 | -5.4 | -13.8 | -1.2 | -27.7 | -13.3 | -1.9 | -17.2 | 7.6 | -29.5
Cc1cc(-c2n[nH]c(=S)n2/N=C/c2ccco2)n[nH]1 | 0.7 | 5.9 | -2.5 | -1.9 | -23.7 | 16.7 | -2.8 | -0.8 | 11.7 | -7.4 | -4.6
CN(C)c1nc2ccccc2c(N)c1-c1ccccc1 | -0.3 | 8.5 | 5.0 | / | -6.4 | -14.0 | 0.3 | -0.4 | -12.7 | -2.2 | /
Fc1cccc(Cc2c(-c3ccc(Cl)cc3)nc3ccc(Br)cn23)c1 | 1.1 | -23.7 | / | -45.7 | / | -42.4 | / | / | -11.3 | -2.0 | -24.7
CN(c1ccccc1C(=O)Nc1ccc2c(c1)n(C)c(=O)n2C)S(C)(=O)=O | 2.3 | 3.0 | 5.7 | -7.1 | 1.0 | 20.0 | 1.3 | 0.5 | 2.0 | -6.1 | -73.3
O=C(OCc1ccccn1)C1CCN(C(=O)c2ccc(Cl)cc2)CC1 | -7.8 | 14.2 | -3.6 | -8.0 | -8.7 | 10.8 | 14.7 | -1.8 | 4.8 | 9.8 | 8.9
COc1cc2c(cc1OC)C(c1cccs1)NCC2 (stereo unspecified) | -9.8 | 3.1 | 3.5 | -15.5 | -6.8 | 1.8 | -0.1 | -1.0 | -11.5 | -3.1 | -10.4
COC(=O)c1cc(NC(=O)Cc2cc(OC)c(OC)c(OC)c2)cc(C(=O)OC)c1 | -7.2 | 14.5 | -3.8 | 0.8 | 7.3 | 8.3 | 0.5 | 1.3 | 5.3 | -12.1 | -18.9
CCCCn1nc(C(=O)N[C@@H](CCSC)c2nc3ccccc3[nH]2)c2ccccc2c1=O | -7.3 | -2.1 | -2.8 | 4.2 | 1.9 | 7.8 | -4.4 | -2.6 | 11.0 | -2.4 | 4.3
O=C(O)CCCNS(=O)(=O)/C=C/c1ccccc1 | 1.1 | 16.6 | -4.9 | 13.4 | 12.7 | 8.8 | 2.7 | -0.8 | -5.5 | -2.0 | -8.5
CC1(C(=O)NS(=O)(=O)c2ccc(C#N)cc2)CCN1C(=O)Cc1cc(F)ccc1F (stereo unspecified) | 9.4 | 0.3 | / | 10.1 | / | 15.4 | 2.5 | -0.6 | 12.7 | 0.9 | -47.5
CCOC(=O)c1c(C)n(C)c2ccc(OCC(N)=O)cc12 | -11.5 | 10.1 | -7.6 | -8.3 | -9.2 | -3.7 | 18.3 | 0.7 | 14.9 | -1.6 | 2.3
COc1ccc(/C=C/C(=O)c2ccc3c(c2)OCO3)cc1OC | -2.4 | -2.8 | -5.3 | -14.3 | 10.0 | -30.8 | 4.1 | -0.7 | 1.0 | -6.5 | -27.1
COc1ccc(C2=NOC(C(=O)N3CCN(C(=O)c4ccco4)CC3)C2)cc1OC (stereo unspecified) | -2.4 | -2.0 | -0.1 | -20.7 | 3.3 | 12.4 | 7.6 | -1.6 | -9.8 | -1.3 | -13.4
O=C(/C=C/c1ccco1)N1CCN(S(=O)(=O)/C=C/c2ccccc2)CC1 | 2.8 | 1.9 | -0.4 | 16.7 | 3.5 | -0.2 | 10.3 | -0.9 | -47.2 | 28.8* | 27.4
CCCCCn1c(=NC(=O)c2ccco2)c(C(=O)OCC)cc2c(=O)n3ccccc3nc21 | -5.0&-9.8 | -26.1&-35.2 | -7.3&-2.8 | -35.3&-33.1 | 0.9&18.6 | 6.4&-14.5 | 8.1&9.4 | -0.7&-2.6 | -47.1&-15.2 | 56.2*! | -12.4&-36.6
CC1CN(c2cc(-c3ccccc3)c3ccccc3n2)CC(C)O1 (stereo unspecified) | -11.3 | 2.5 | 4.0 | 0.0 | 3.9 | 25.5 | 8.1 | -1.6 | -22.0 | -11.2 | 7.4
CC1CCN(S(=O)(=O)c2cnc[nH]2)CC1 | -13.9 | 17.0 | 7.5 | 13.3 | -8.6 | 2.9 | 3.2 | -2.8 | 10.3 | 5.6 | 20.4
CCOC(=O)c1c(NC(=O)c2ccco2)sc2c1CCCC2 | 2.6 | -2.2 | 2.9 | -0.1 | 18.9 | 4.2 | 5.9 | 0.4 | 5.0 | -4.3 | -15.2
C=CCn1c(SCC(=O)Nc2cc3oc4ccccc4c3cc2OC)nnc1-c1cnccn1 | -8.7 | 9.8 | -16.8 | 20.4 | -9.9 | 8.3 | 22.4 | 1.8 | -4.3 | 2.1 | -10.6
Nn1cnc2c(c1=O)C1(CCCCC1)Cc1ccccc1-2 | 2.7 | 19.7 | -1.6 | 18.5 | -5.8 | 6.0 | -0.6 | 2.8 | 3.8 | 1.6 | 2.3
Cc1ccc(SC(C)C(=O)Nc2ccccc2C(=O)N2CCOCC2)cc1 (stereo unspecified) | -1.4 | 8.3 | -2.7 | -3.3 | 9.0 | -3.8 | 4.3 | 0.6 | 7.9 | -6.5 | -21.8
O=C(Oc1ccc2c(=O)c(Oc3ccc4ccccc4c3)coc2c1)c1cncc(Br)c1 | 1.6 | 9.9 | 3.2 | 4.5 | 2.3 | -10.7 | 6.6 | -1.3 | -13.2 | -1.5 | 28.1
CCS(=O)(=O)Nc1ccc(C(=O)CC2(O)C(=O)Nc3ccccc32)cc1 (stereo unspecified) | 2.9 | 2.9 | 1.4 | -1.7 | -3.0 | 10.4 | -0.2 | 1.0 | 13.3 | 2.7 | 28.2
N#Cc1ccc(CSc2nnc(-c3cccs3)n2-c2ccccc2)cc1 | 5.0 | -4.5 | -0.7 | -4.4 | 4.2 | 2.3 | 0.8 | -1.1 | -1.0 | -0.7 | -1.8
O=C(Nc1ccc2c(c1)C(=O)NC2=O)c1ccc(Cl)s1 | -7.3 | 1.8 | 11.0 | -1.1 | 10.9 | -14.4 | -0.3 | 1.5 | 4.8 | -2.6 | 6.4
CC(C)[C@H](NC(=O)c1ccc(Cl)cc1)C(=O)OCC(=O)N1CCN(c2ccccc2)CC1 | -23.2 | 14.7 | -15.5 | 5.1 | 3.1 | 38.3 | 6.7 | -0.5 | 19.5 | 8.4 | 22.8
COc1ccc(-c2[nH]nc(-c3ccccc3)c2-c2nc3ccccc3[nH]2)cc1 | -2.8 | 20.6 | -2.1 | -1.6 | -0.8 | -13.6 | 2.0 | -2.9 | 2.7 | 3.3 | 3.1
Cc1ccc2oc(=O)cc(CN3CCC(C)CC3)c2c1 | -12.3 | -7.3 | 0.1 | 8.8 | -19.5 | -33.5 | -3.1 | -1.3 | -140.0 | -2.5 | -3.0
COc1ccccc1CNC(=O)C(C)Oc1ccccc1 (stereo unspecified) | 4.2 | -0.9 | -1.2 | 23.7 | 7.1 | -11.0 | 12.4 | -2.3 | -13.1 | -0.8 | -12.3
COc1cccc(OC2(C)CCN(Cc3cccn3-c3nccs3)C2)c1 (stereo unspecified) | -8.6 | 5.4 | / | -8.4 | / | 34.9 | -0.3 | -1.4 | -16.2 | 3.1 | 22.5
Cc1cc(C)c(S(=O)(=O)N2CCCc3ccccc32)c(C)c1 | -8.5 | -8.0 | 4.2 | 11.5 | 1.2 | 9.9 | -2.3 | 1.4 | 5.0 | -1.9 | -2.7
CC(C)NC(=O)c1ccccc1NC(=O)C(C)Oc1ccccc1 (stereo unspecified) | -2.2 | -2.3 | -2.6 | -3.4 | -1.1 | 1.0 | -4.4 | 0.5 | -22.1 | 9.9 | 9.5
CCn1cc(/C=N/O)c(C)n1 | 4.0 | 8.7 | -5.2 | -2.5 | 6.2 | -8.7 | -2.2 | 0.6 | -1.1 | 0.0 | 3.5
Cc1cc(C(F)(F)F)nn1CC(=O)Nc1ccc(Br)c2cccnc12 | 6.2 | 8.7 | -4.0 | -5.0 | 4.1 | 9.9 | 3.2 | 3.8 | 7.1 | -1.7 | -2.1
O=C(Cn1cnc2c(OCc3ccccc3)ncnc21)NCC1CCCO1 (stereo unspecified) | 4.2 | -5.4 | 4.0 | 1.5 | -8.7 | -6.4 | 3.6 | -0.9 | 1.4 | -3.5 | -7.6
O=C(CN1C(=O)NC2(CCCC2)C1=O)Oc1ccc2ccc(=O)oc2c1 | -10.9 | 7.1 | -17.8 | 10.1 | -2.9 | -13.2 | 17.2 | -2.1 | 7.0 | -5.5 | 6.9
COc1ccccc1-c1nc(SCC(=O)N2CCC(C(N)=O)CC2)n[nH]1 | 0.6 | -2.9 | -18.9 | 7.6 | 0.0 | -1.3 | 2.0 | 0.2 | -21.2 | -13.7 | -6.4
O=C1CC(Sc2nnnn2C2CCCCC2)C(=O)N1c1ccccc1 (stereo unspecified) | 3.0 | -20.4 | 4.4 | 6.2 | -4.1 | 6.8 | 6.4 | -1.2 | -15.5 | 15.0 | 6.9

High-throughput results (PubChem)
